AP complement: alternative complement pathway inhibitors, primary screen, biochemical, ELISA, human serum, orthogonally pooled compounds | LPS-coated ELISA, C3 deposition; tested in compound mixtures | inhibition, % at 5 µM | 62,000 compounds, 0.08% hits;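 active = inhibition above 30% in each of the two pooled mixtures holding the compound, so the lower value exceeds 30%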;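 note: 0% = serum in Mg-EGTA without compound and 100% = EDTA serum blank; some compounds past the cut are filed as inactive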
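Assay system: human serum alternative complement pathway, C3 deposition on LPS-coated wells; Dosing: 5 µM per compound in ten-compound mixtures; Detection: Anti-C3 ELISA, OD 450 nm; Buffer or medium: Mg2+-EGTA GVB++ buffer containing human serum at 1:15 dilution; Timing: 1 h at 37 °C; Replication: two different pools per compound.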
CatB mixtures: cathepsin B inhibitors from pooled compounds, primary screen, biochemical, compound mixtures, AMC fluorescence; Purified cathepsin B, AMC dipeptide fluorescence; inhibition, %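 (ten-compound pools at 5 µM per compound and 50 µM total)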; 62,000 compounds, 0.06% hits; AID 488, 2006; in the data active = inhibition above about 22%, passing the limit was not always enough;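 note: 0% = enzyme without compound and 100% = no enzyme blank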
CatB inh: human cathepsin B inhibitors, primary screen, biochemical, fluorogenic substrate. P07858. purified cathepsin B, fluorescence. 63,000 compounds, 0.1% hits. inhibition, %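 (tested at 10 µM)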. AID 453, 2006; in the data active = inhibition above about 21%;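 note: 0% = enzyme with no compound and 100% = no enzyme blank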
CatS inh: inhibitors of human cathepsin S, biochemical, compound mixtures | P25774 | recombinant cathepsin S, AMC dipeptide fluorescence, pooled mixtures | inhibition, %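 (tested at 5 µM per compound within 10-compound mixtures)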 | 62,000 compounds, 0.06% hits | AID 501, 2006; in the data active = inhibition above about 32%, passing the limit was not always enough;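 note: 0% = enzyme without compound and 100% = blank without enzyme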
CatL inh: inhibitors of human cathepsin L, biochemical; Procathepsin L (Homo sapiens), P07711; 58,000 compounds, 0.17% hits; AID 460, 2006; inhibition, %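 (tested at 10 µM)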; purified cathepsin L, fluorogenic substrate, fluorescence; in the data active = inhibition above about 45%;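 note: 0% = enzyme with no compound and 100% = no enzyme blank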
E coli RNAP: E. coli RNAP inhibitors, biochemical; DNA-directed RNA polymerase subunit beta (Escherichia coli (strain K12)), P0A8V2; E. coli RNA polymerase, fluorescence transcription assay; inhibition, %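 (tested at 10 µM)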; 62,000 compounds, 0.2% hits; in the data active = inhibition above about 20%;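 note: 0% = enzyme without compound and 100% = no enzyme blank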
Target sequence (P0A8V2 whole entry, looked up): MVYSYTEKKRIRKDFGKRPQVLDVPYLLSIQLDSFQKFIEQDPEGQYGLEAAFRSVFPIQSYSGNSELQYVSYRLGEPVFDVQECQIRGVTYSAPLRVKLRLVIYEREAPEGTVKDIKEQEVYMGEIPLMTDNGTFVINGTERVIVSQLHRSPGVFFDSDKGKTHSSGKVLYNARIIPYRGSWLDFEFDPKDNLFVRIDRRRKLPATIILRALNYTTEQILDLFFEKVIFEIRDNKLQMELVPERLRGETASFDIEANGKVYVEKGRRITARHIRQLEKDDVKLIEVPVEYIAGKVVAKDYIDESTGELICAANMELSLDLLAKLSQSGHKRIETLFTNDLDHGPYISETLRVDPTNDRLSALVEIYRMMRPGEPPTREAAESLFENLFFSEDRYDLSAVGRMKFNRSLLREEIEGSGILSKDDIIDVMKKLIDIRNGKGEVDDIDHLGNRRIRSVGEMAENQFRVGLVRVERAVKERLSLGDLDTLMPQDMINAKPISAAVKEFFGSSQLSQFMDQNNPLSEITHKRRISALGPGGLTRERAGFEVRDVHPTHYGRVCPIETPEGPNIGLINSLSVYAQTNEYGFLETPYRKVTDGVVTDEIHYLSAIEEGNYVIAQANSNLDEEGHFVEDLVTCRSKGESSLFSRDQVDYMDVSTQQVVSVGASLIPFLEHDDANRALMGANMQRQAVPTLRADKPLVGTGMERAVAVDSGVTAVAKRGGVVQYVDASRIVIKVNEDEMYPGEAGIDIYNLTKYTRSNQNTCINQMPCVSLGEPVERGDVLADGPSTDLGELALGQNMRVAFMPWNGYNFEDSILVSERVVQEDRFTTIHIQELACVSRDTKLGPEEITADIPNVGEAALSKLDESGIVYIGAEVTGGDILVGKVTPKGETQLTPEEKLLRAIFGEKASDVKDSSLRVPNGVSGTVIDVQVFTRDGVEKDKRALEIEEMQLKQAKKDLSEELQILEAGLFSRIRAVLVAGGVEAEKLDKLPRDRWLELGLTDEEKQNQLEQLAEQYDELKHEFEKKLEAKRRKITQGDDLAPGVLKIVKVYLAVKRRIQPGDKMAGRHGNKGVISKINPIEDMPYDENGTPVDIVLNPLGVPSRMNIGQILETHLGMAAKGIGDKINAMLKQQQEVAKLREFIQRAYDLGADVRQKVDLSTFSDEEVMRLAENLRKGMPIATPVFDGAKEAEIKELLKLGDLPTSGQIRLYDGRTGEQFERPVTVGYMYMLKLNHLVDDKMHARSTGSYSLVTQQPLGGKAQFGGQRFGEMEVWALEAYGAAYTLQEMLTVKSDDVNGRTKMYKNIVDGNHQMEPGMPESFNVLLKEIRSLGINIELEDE
Cathepsin G inh: human cathepsin G inhibitors, primary screen, biochemical, pooled compound mixtures, AMC fluorescence | 62,000 compounds, 0.2% hits | AID 581, 2007 | inhibition, % at 5 µM (by protocol) | purified enzyme, AMC-tetrapeptide fluorescence;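 active = inhibition above 20% in each of the two mixture wells holding the compound; inactive = inhibition of 20% or less in either well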;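 note: 0% = enzyme control without mixture and 100% = blank lacking enzyme; strong numbers were not always called active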
FXIa inh mix: FXIa protease inhibitors in compound pools, primary screen, biochemical, 10-compound mixtures. 62,000 compounds, 0.19% hits. inhibition, % at 5 µM. purified FXIa, fluorogenic substrate, pooled mixtures. AID 680, 2007. Coagulation factor XI (Homo sapiens), P03951; in the data active = inhibition above about 20%, passing the limit was not always enough;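 note: each value is inhibition by a whole ten-compound pool holding the compound; 0% = enzyme with no mixture and 100% = wells lacking enzyme; strong numbers were not always called active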
C1s block: complement C1s protease inhibitors, primary screen, biochemical, 10-compound mixtures. 62,000 compounds, 0.16% hits. mean inhibition % of two 10-compound mixtures (active compounds read high), % at 5 µM (by protocol). Complement C1s subcomponent (Homo sapiens), P09871. purified C1s, fluorogenic AMC substrate, pooled mixtures. AID 538, 2006;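 active = inhibition above 20% in each of the two 10-compound mixture wells holding the compound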;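 note: 0% = enzyme wells lacking compound mixture and 100% = no-enzyme blank wells; some compounds called inactive have numbers as strong as hits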
Starred values were filed as active, the others as inactive; · = not tested or not shown.

AP complement | CatB mixtures | CatS inh | CatB inh | E coli RNAP | CatL inh | FXIa inh mix | Cathepsin G inh | C1s block | molecule
12 | -1 | 7 | -1 | 2 | -3 | 7 | 12 | -15 | Cc1nc(N)[nH]c(=O)c1CCC(=O)OCC(C)C
1 | -1 | 9 | -1 | 5 | 1 | -6 | 1 | -13 | O=C(NCCc1ccccc1)C1c2ccccc2C(=O)N1C1CC1 (centres undefined)
-5 | 0 | 15 | 4 | 10 | 3 | 6 | 0 | -45 | COc1ccc(NC(=O)Nc2cccc(OC)c2)cc1
-11 | -7 | -16 | -8 | -150 | -22 | -15 | -24 | -40 | CCC(NC(=O)OC(C)(C)C)C(=O)Oc1ccc2c3c(c(=O)oc2c1)CCC3 (centres undefined)
27 | 1 | -5 | 1 | 2 | -5 | 7 | 8 | 12 | Cc1onc(-c2ccccc2)c1C(=O)NCC1CCCO1 (centres undefined)
14 | 6 | 3 | -4 | 5 | -2 | 8 | 2 | 4 | COc1cc(-c2noc(-c3ccccc3C(=O)NCc3ccco3)n2)cc(OC)c1OC
7 | 5 | 11 | 7 | 8 | 15 | 2 | 16 | 10 | CCCOc1ccc(C2C(C(=O)c3ccco3)=C(O)C(=O)N2CCCn2ccnc2)cc1 (centres undefined)
5 | 3 | -6 | -7 | 1 | 3 | -3 | 4 | 3 | CCCOc1ccc(C(CC(=O)O)NC(=O)c2ccc3c(c2)OCO3)cc1 (centres undefined)
18 | 1 | -3 | 1 | 3 | -6 | -2 | 10 | 1 | CCn1c2c(c3ccc(OC)cc31)CCCC2=O
11 | -5 | -5 | -2 | -9 | -1 | 2 | 3 | -3 | COc1ccccc1-n1c(C)nnc1SCC(=O)Nc1cccc(C(C)=O)c1
-6 | 0 | 14 | 5 | 18 | 27 | -4 | 2 | -16 | C=CCn1c(/N=C/c2ccc(N(C)C)cc2)nc2ccccc21
18 | 6 | 3 | 3 | 9 | 12 | 26 | 21 | 33 | COCCn1nnnc1C(c1ccccc1OC)N1CCc2ccccc2C1 (centres undefined)
-3 | 0 | 14 | 3 | 10 | · | 3 | 2 | 2 | Cc1ccc2c(c1)N(CC(=O)N1CCCc3ccccc31)C(=O)C(C)O2 (centres undefined)
2 | -2 | 13 | 0 | 1 | 4 | -5 | 0 | -31 | COc1cc(CC(=O)Nc2ncc(C)s2)cc(OC)c1OC
11 | 4 | 5 | 5 | 12 | 23 | 0 | 6 | 3 | CCCC(C)NS(=O)(=O)c1ccccc1 (centres undefined)
11 | 0 | -8 | 4 | 2 | 0 | -14 | 5 | -41 | COc1cccc(CNC(=O)C2CCN(S(=O)(=O)N3CC(C)CC(C)C3)CC2)c1 (centres undefined)
-8 | 4 | 13 | 4 | 7 | 11 | 2 | -5 | -38 | COC(=O)c1c(C)oc2ccc(OC(=O)c3cccs3)cc12
0 | 0 | 4 | -1 | 16 | 23 | 6 | 2 | 6 | COc1ccccc1NC(=O)CSc1nnc(Cc2cc(=O)[nH]c(=O)[nH]2)n1-c1ccccc1
0 | 5 | 17 | 3 | · | 6 | 2 | 14 | 14 | CCNc1nc(NCC)nc(Nn2cnnc2)n1
6 | 1 | 12 | 0 | 4 | 18 | 4 | 5 | -15 | O=C(CSc1oc(-c2ccccc2)nc1S(=O)(=O)c1ccc(F)cc1)NCC1CCCO1 (centres undefined)
-30 | 4 | 12 | 7 | 5 | 7 | 5 | -9 | 38 | Cc1cc(NC(=O)CSc2nnc(C3CC3)n2N)no1
27 | -2 | 2 | 2 | 0 | -7 | 9 | 4 | 7 | O=C(Cc1c(F)cccc1Cl)Nc1cccnc1
10 | 1 | -2 | 0 | 4 | -8 | 4 | 7 | 6 | O=C(CSc1nnc(NC2CCCCC2)s1)NC1CCS(=O)(=O)C1 (centres undefined)
2 | 9 | 10 | 6 | 7 | 14 | 4 | -4 | -10 | COc1ccccc1OCc1nnc(SCC(=O)NCc2ccco2)n1Cc1ccco1
-2 | 1 | 1 | 1 | 3 | 2 | -6 | -4 | -23 | CC1(C)CC(=O)C2=C(C1)Oc1ncn(CCCO)c(=N)c1C2c1ccccc1 (centres undefined)
25 | -2 | -6 | -1 | -10 | -4 | 6 | -1 | -2 | CCc1nc(SCC(=O)Nc2ccc3c(c2)OCCO3)c2oc3ccccc3c2n1
-4 | 0 | -12 | -2 | -5 | -28 | 7 | 7 | -48 | COCCNC(=O)c1c(N)n(/N=C/c2cccs2)c2nc3ccccc3nc12
8 | 4 | 5 | 0 | 3 | · | -7 | -1 | -10 | O=C(Nc1ccc(-c2nc3cccnc3s2)cc1)c1ccc(Br)o1
-6 | 5 | 0 | -4 | -3 | · | 0 | -8 | -6 | COc1ccc(C2C(=O)N(C3CCCCC3)CC(=O)N2CCc2ccccc2)cc1OC (centres undefined)
7 | 7 | -1 | -1 | 4 | -7 | 5 | 1 | 2 | Cc1cc(C)cc(N(C(=O)Cn2nnc3ccccc32)C(C(=O)NCc2ccco2)c2ccncc2)c1 (centres undefined)
25 | 1 | -5 | 3 | 0 | -10 | 3 | 9 | 5 | Cc1n[nH]c(=S)n(/N=C/c2ccccn2)c1=O
-3 | -2 | 3 | -2 | 5 | 11 | -1 | 1 | 4 | N#Cc1nc(COc2ccc(Cl)cc2Cl)oc1N1CCN(c2ccccc2)CC1
8 | 6 | 5 | -1 | 3 | 10 | -4 | 10 | -3 | COc1ccc(-n2c(O)c(/C=N/n3cnnc3)c3ccccc3c2=O)cc1
3 | 2 | 0 | -5 | 7 | -1 | 2 | -1 | -6 | OCCN1CCN(c2ncnc3nc[nH]c23)CC1
12 | 1 | -7 | -1 | 4 | 4 | 3 | 7 | 1 | Nc1cc(C(=O)OCC(=O)NCC2CCCO2)ccc1Cl (centres undefined)
-30 | -3 | 1 | -2 | -6 | 18 | 1 | -10 | -11 | Clc1ccc2c(c1)c1ccccc1n2CN1CCOCC1
5 | 2 | -2 | 5 | 3 | 1 | 9 | 9 | 14 | CCCCOC(=O)c1ccc(OC(=O)c2cccnc2)cc1
19 | 5 | -3 | 3 | 3 | -6 | 7 | 13 | 17 | CCOC(=O)CNc1nc(C(C)(C)C)nc2c1nnn2Cc1ccccc1Cl
6 | -8 | 4 | 2 | 13 | 6 | -1 | 8 | 1 | CCOc1cccc(C(=O)NC2CCCCC2)c1
15 | 6 | 3 | 3 | 1 | 3 | 1 | 9 | -3 | Cc1ccc(CN(c2ccc(C(=O)N3CCOCC3)cc2)S(C)(=O)=O)cc1

3 records picked at random from the list so far:
AP complement | CatB mixtures | CatS inh | CatB inh | E coli RNAP | CatL inh | FXIa inh mix | Cathepsin G inh | C1s block | molecule
5 | 2 | -2 | 5 | 3 | 1 | 9 | 9 | 14 | CCCCOC(=O)c1ccc(OC(=O)c2cccnc2)cc1
-3 | -2 | 3 | -2 | 5 | 11 | -1 | 1 | 4 | N#Cc1nc(COc2ccc(Cl)cc2Cl)oc1N1CCN(c2ccccc2)CC1
3 | 2 | 0 | -5 | 7 | -1 | 2 | -1 | -6 | OCCN1CCN(c2ncnc3nc[nH]c23)CC1

(cont.)
AP complement | CatB mixtures | CatS inh | CatB inh | E coli RNAP | CatL inh | FXIa inh mix | Cathepsin G inh | C1s block | molecule
2 | 2 | 10 | -11 | -7 | -171 | 1 | -7 | -54 | Cc1ccc(-c2cn3nc(C)c(C)nc3n2)cc1
1 | 5 | 6 | -5 | 9 | -9 | -6 | 0 | -9 | C=CCn1c(=O)c2ccccc2n2c(SCC(=O)N3CCCc4ccccc43)nnc12
2 | -2 | -2 | -3 | 4 | -2 | 0 | 10 | 5 | CCC(=O)N1CCN(C(C)=O)C1c1ccccc1 (centres undefined)
9 | 0 | -2 | 2 | 1 | 12 | -5 | 2 | -27 | CCOC(=O)/C(C(N)=NCc1ccco1)=C(/O)c1ccccc1
20 | 2 | -2 | 2 | 7 | 19 | 6 | 8 | 4 | O=S(=O)(NCCc1cn2ccccc2n1)c1ccc(F)c(C(F)(F)F)c1
13 | 5 | 4 | 1 | 6 | 9 | 0 | 9 | 12 | O=C(CN1CCN(S(=O)(=O)c2ccc(F)cc2)CC1)Nc1cc(C(F)(F)F)ccc1Cl
6 | 0 | -7 | 3 | 12 | 25 | 15 | 10 | 11 | Cc1c(NC(=O)OCc2ccccc2)c(=O)n(-c2ccccc2)n1C
3 | 0 | 8 | -1 | -3 | 4 | 20 | 9 | -2 | COc1ccc(-c2cc(C(=O)Nc3ccccc3SC)no2)cc1OC
-3 | 2 | 7 | 3 | 10 | 13 | 8 | 5 | 5 | COc1ccccc1NC(=O)N(Cc1ccco1)Cc1cc2cccc(C)c2[nH]c1=O
13 | 3 | -1 | 2 | 1 | 2 | 0 | 9 | 58 | O=C(Nc1ccc(Cl)cc1)c1ccc2c(c1)OCO2
10 | 5 | 4 | 1 | 9 | 11 | 4 | -2 | 2 | CCCCNC(=O)C1COc2ccccc2O1 (centres undefined)
0 | -4 | 9 | 2 | 3 | 10 | 0 | 0 | 5 | CC1CC(C(F)(F)F)n2ncc(C(=O)O)c2N1 (centres undefined)
-19 | 3 | 13 | 9 | 5 | 23 | 0 | -9 | -46 | C=CCn1c(SCC(=O)Nc2cc(C)ccc2OC)nnc1-c1ccco1
24 | -23 | -36 | -1 | -7 | -7 | -31 | -24 | -58 | CN1CCN(C(=O)c2cnn(-c3ccccc3)c2NC(=O)c2ccccc2F)CC1
8 | 7 | 12 | -1 | 11 | 20 | 12 | 1 | -1 | Cc1cccc(CN2CCNC2=O)c1
-3 | 8 | 3 | -1 | 4 | -11 | 7 | 4 | 5 | CCOC(=O)c1[nH]c(C)c(/C=N/O)c1C
-12 | 0 | 13 | -1 | -11 | -19 | 4 | -11 | -8 | O=C(Nc1ccccc1)N(CCCN1CCOCC1)Cc1cc2cc3c(cc2[nH]c1=O)OCCO3
5 | 6 | 6 | 5 | 2 | 10 | 16 | 11 | 4 | Nc1cc(Cl)ccc1N1CCOCC1
11 | 2 | 3 | 2 | 7 | 10 | -3 | 8 | 0 | COc1ccc(CCN2CNc3c(c(=O)n(C)c(=O)n3C)C2)cc1
18 | 5 | -4 | 1 | 4 | · | 10 | 13 | 17 | CN(CCc1ccccn1)C(=O)CN(C)S(=O)(=O)c1ccc2c(c1)c(=O)n(C)c(=O)n2C
14 | -3 | -3 | -1 | 2 | · | 2 | 8 | -10 | O=C1c2ccccc2NC(c2ccccc2)N1c1ccc(O)cc1 (centres undefined)
1 | 5 | 6 | -3 | 6 | -2 | -7 | 2 | 5 | Cn1c(=O)c2c(nc(N3CCN(c4ccccc4)CC3)n2CCCc2ccccc2)n(C)c1=O
20 | 3 | -7 | 1 | 5 | -6 | 6 | -4 | -1 | Cc1occc1C(=O)N1CCCc2ccccc21
12 | 0 | 3 | 5 | -6 | 7 | 6 | -4 | -1 | CCOC(=O)c1cc2sc(C)cc2n1CC(=O)N1CCOCC1
0 | 1 | 7 | 2 | 8 | 24 | 1 | -3 | 5 | CC1CCCN(S(=O)(=O)c2coc(C(N)=O)c2)C1 (centres undefined)

This is a subset, so the mix of outcomes need not match the whole.
